Source: PubChem
RGS4 inh – inhibitors of human regulator of G protein signaling 4; P49798; Transcreener GDP fluorescence polarization, RGS4-accelerated GTP hydrolysis; Potency, µM (titrated, usually from 114 µM), for inactives: at the highest dose activity change, negative = inhibition, most hits filed as inhibitors; 390,000 compounds, 0.039% hits; AID 504845; note: potency is the fitted concentration of half-maximal effect; % is set by controls: 0 for no effect and ±100 for the full control effect; nearly all actives have a fitted effect of over 75% in size; some results filed as inactive show a strong effect at the top dose
Target sequence (P49798 whole entry, looked up): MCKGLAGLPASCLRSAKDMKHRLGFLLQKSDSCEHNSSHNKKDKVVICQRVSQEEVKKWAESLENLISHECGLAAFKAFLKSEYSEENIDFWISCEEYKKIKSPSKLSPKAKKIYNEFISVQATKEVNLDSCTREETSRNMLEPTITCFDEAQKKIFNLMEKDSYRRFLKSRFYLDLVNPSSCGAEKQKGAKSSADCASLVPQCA
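MLSMR compounds (23 nl, pin-transferred) preincubated 10 min at room temperature with a 500nM (2x) first reagent, then RGS4 at 900nM (2x) plus Transcreener GDP mix added; fluorescence polarization (620/688 nm) read before and after 90 min at 30 °C.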
Glioma ERSR ind – inducers of ER stress response in human glioma cells; U87-MG GRP78 promoter luciferase reporter, 16 h; Potency, µM, for inactives: at the highest dose activation, most hits filed as activators; 420,000 compounds, 0.02% hits; AID 602332; note: potency is the fitted concentration of half-maximal effect; series mostly up to about 76 µM; % of control where 0% means no effect; nearly all actives have a fitted effect of over 35% in size
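Stably transfected U87-MG human glioma cells carrying a GRP78-based luminescent sensor were seeded at 1000 cells/well, pin-dosed with compounds and incubated 16 h. Luciferase reagent was then added, and end-point luminescence was read after 10 min at room temperature.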
LDHA inh – blocks human lactate dehydrogenase A; P00338; purified LDHA, NADH/diaphorase-resazurin fluorescence; hits give low values; activity change, % (values are at about 110 or 230 µM); 480,000 compounds, 0.15% hits; in the data active = activity change below about -30%; inconclusive = mostly about -25% to -30%;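 note: plate controls were DMSO wells for no effect and wells without enzyme for full effect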
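Remaining NADH was detected by diaphorase (0.133 mg/mL) converting 37 µM resazurin to fluorescent resorufin, read at 0 and 20 minutes. The preceding 5-minute room-temperature reaction used 2 nM LDHA, 0.2 mM sodium pyruvate and 0.06 mM NADH at pH 7.4.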
D2 agonist – activates the human D2 dopamine receptor | P14416 | activation, % at 2 µM | HEK293 T-REx D2 cells, calcium flux agonist mode | 340,000 compounds, 0.53% hits;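 active = activation over 3 SD above normal in the single-dose calcium agonist read, cut at about 30% in these data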; note: 0% is about no effect
Target sequence (P14416 whole entry, looked up): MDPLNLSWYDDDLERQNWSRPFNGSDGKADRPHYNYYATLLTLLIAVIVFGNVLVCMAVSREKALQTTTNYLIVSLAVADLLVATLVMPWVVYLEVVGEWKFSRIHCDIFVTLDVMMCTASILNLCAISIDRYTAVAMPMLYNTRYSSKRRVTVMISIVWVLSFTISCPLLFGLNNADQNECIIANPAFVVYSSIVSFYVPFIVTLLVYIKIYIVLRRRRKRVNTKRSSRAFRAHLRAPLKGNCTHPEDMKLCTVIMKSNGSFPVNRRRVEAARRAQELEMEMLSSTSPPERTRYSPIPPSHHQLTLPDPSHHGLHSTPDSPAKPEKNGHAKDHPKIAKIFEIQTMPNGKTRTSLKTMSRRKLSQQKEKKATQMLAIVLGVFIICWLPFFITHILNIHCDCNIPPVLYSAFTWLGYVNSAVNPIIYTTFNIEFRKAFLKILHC
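HEK293 Trex D2 cells, tetracycline-induced, o/n 30 C 5% CO2; no-wash Ca dye, RT 30–90 min; 10-cycle baseline, 23 nl cpd added, kinetic Ca read 180 s; agonist hits = positive Ca response.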
ALOX12 inh – ALOX12 (human) lipoxygenase inhibition | 580,000 compounds, 1.1% hits | purified 12hLO, xylenol orange hydroperoxide absorbance | Potency, µM (top dose mostly 108 µM), for the others: at the highest dose activity change, negative = inhibition, usual class: inhibitors | P18054; note: potency is the fitted concentration of half-maximal effect; % is set by controls: 0 for no effect and ±100 for the full control effect
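Purified human 12hLO (150 nM final) in 25 mM Hepes, 0.01% Triton X-100, pH 7.0 was preincubated 15 min at room temperature with compound. Then 40 uM arachidonic acid was added, 30 min. Hydroperoxide was read by Fe-XO absorbance ratio 573/405 nm.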
Vif-APOBEC3F blk – blocks the Vif interaction with APOBEC3F; HeLa A3F-eYFP + Vif (tagged APOBEC3F with the HIV-1 protein that degrades it), YFP fluorescence increase; Potency, µM (top dose mostly 46.1 µM), inactives show top-dose activity, negative = active; 390,000 compounds, 0.2% hits; AID 602313; note: potency is the fitted concentration of half-maximal effect; % of control where 0% means no effect; nearly all actives have a fitted effect of over 65% in size
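HeLa cells stably expressing A3F-eYFP plus Vif, plated and incubated overnight at 37 deg C, then exposed to compounds overnight at 37 deg C. Blocked degradation read as raised yellow fluorescence (Ex 488/Em 500-530).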
Vif-APOBEC3G blk – inhibitors of Vif-APOBEC3G interaction. Q9HC16. 410,000 compounds, 0.076% hits. HeLa A3G-eYFP + Vif (tagged APOBEC3G with the HIV-1 protein that degrades it), YFP fluorescence, overnight. Potency, µM (doses to about 46.1 µM), for the others: at the highest dose activity, negative = active, hits mostly inhibitors;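 note: potency is the fitted concentration of half-maximal effect; % is set by controls: 0 for no effect and ±100 for the full control effect; nearly all actives have a fitted effect of over 60% in size; hits raise eYFP signal because A3G escapes Vif-driven loss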
Target sequence (Q9HC16 whole entry, looked up): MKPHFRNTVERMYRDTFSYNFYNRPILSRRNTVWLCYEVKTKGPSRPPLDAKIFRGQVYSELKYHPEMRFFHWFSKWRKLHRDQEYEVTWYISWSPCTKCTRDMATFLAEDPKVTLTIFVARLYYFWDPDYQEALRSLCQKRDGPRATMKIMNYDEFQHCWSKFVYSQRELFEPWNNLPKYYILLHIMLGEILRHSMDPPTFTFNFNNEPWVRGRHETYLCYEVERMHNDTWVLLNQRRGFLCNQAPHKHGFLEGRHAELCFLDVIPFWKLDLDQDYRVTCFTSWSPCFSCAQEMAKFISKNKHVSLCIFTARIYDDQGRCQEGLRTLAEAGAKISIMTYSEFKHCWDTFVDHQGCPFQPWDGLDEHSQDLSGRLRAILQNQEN
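Read-out is eYFP fluorescence (Ex 488/Em 500-530) from Vif-expressing HeLa A3G-eYFP cells; more signal means A3G escaped Vif-mediated degradation. Cells plated overnight, compound pinned in, incubated overnight at 37 deg C.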
ERG Ets-DNA blk – blocks human ERG Ets domain binding to DNA. fluorescence polarization, His-ERG Ets domain / labelled DNA. Potency, µM (series often up to 76.9 µM), for the others: at the highest dose FP activity, negative = inhibition, usual class: inhibitors. 370,000 compounds, 0.028% hits. P11308; active = well fitted inhibition curve with a large enough effect in the polarisation, with a control signal flat; inconclusive = small, poorly fitted or top-dose-only effect, or effect the other way, or a change in a side signal; inactive = no such curve, though single readings can be large or run the other way; the % refers to the polarisation;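 note: polarization taken with two DNA probes labelled with fluorescein and Texas red; potency is the fitted concentration of half-maximal effect; % of control where 0% means no effect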
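His-tagged ERG Ets domain (1 uM in the protein solution; 300mM KCl, 50mM Tris-HCl, 1mM EDTA, 1mM DTT, pH 7.5) received compound, then a probe mix of 5 nM fluorescein-DNA and 100nM Texas-615-DNA. Fluorescence polarization was read for both dyes.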
D2 antag – antagonizes the human D2 dopamine receptor | HEK293 TREx D2 cells, calcium flux, dopamine EC80 | inhibition, % at 10 µM | 340,000 compounds, 2% hits; in the data active = inhibition above about 30%; note: 0% is about no effect
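Cells plated overnight at 30 C with tetracycline; no-wash calcium dye, 30–90 min RT; 10 s baseline; compound pinned; 180 s read; EC80 dopamine added; another 180 s read.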
Numbers without * were called inactive; ? = inconclusive; . = not tested or not shown; [ ] = dose if it differs, or a comment. Unless noted, calls come from the whole dose curve; as a rule, active = well fitted curve in the direction sought with a large enough effect; inconclusive = small, poorly fitted or top-dose-only effect, or another doubt; inactive = no such curve, though single readings can be large; an effect the other way counts as inactive or inconclusive. A portion of the library, so the mix of outcomes need not match the whole.

SMILES	RGS4 inh	Glioma ERSR ind	LDHA inh	D2 agonist	ALOX12 inh	Vif-APOBEC3F blk	Vif-APOBEC3G blk	ERG Ets-DNA blk	D2 antag
COc1ccccc1Nc1nc(-c2ccccc2F)nc2ccccc12	-0.9%	-5.0%	-6.7	1.9	?	6.2%	-20.5%	-7.8%	.
COc1ccc2cc(CO)c(Cl)nc2c1	5.2%[11.4 µM]	10.4%	1.0	0.2	2.9%	-13.2%	0.9%	?	-5.5
CCC(C)C(NC(=O)c1ccccc1NC(=O)c1ccc(OC)cc1)C(=O)NCCCn1ccnc1 (configuration not stated)	6.0%	-1.2%	-14.8	.	-11.7%	1.3%	-2.2%	-3.1%	.
Cc1cccc(NC(=O)c2cc(S(=O)(=O)N3CCOCC3)cn2C)c1C	-12.4%	-3.3%	0.7	-0.3	43.8%[activator]	3.9%	0.7%	9.6%	22.8
O=C(c1ccccc1)c1ccc2nc(Nc3ccccc3)c3nncn3c2c1	15.7%[11.4 µM]	-2.7%	-3.4	0.6	14.5%	2.7%	-6.6%	-6.2%	9.6
CCn1cnc2cc([N+](=O)[O-])ccc21	59.5%	2.0%	0.3	.	16.0%	-6.4%	-1.5%	14.5%	.
Cc1ccc(OCCn2cc(/C(N)=N/O)c3ccccc32)cc1C	40.3%	2.6%	-0.6	0.3	-24.3%	2.9%	-1.8%	7.6%	0.7
O=C(/C=C/c1ccccc1)CCN1CCCCC1	-100.6%	-14.6%	-1.8	.	?	?	?	11.9%	.
CCN(CC)c1ccc2nc3c(=O)n(C)c(=O)n(C)c3nc2c1	6.4%	.	27.3	.	-6.4%	.	.	?	.
COc1ccccc1C(=O)Nc1cc2cc(Cl)ccc2oc1=O	32.8%	-2.3%	-6.9	0.4	0.0%	-3.4%	-2.2%	-8.3%	-20.4
COc1ccc(Cl)cc1NC(=O)CN(C)C(=O)CCCNC(=O)c1ccc(Cl)cc1	29.5%	9.6%	-6.6	0.2	?	-15.5%	-7.7%	0.6%	-9.0
CCNC(=O)Oc1ccc[nH]c1=O	10.2%	-2.2%	14.0	-2.2	?	-4.5%	1.2%	-12.4%	15.5
COc1ccc(/C=C/C(=O)OCC(=O)N2CCc3ccccc32)cc1	-9.3%	-5.6%	-4.7	-0.1	-0.1%	2.0%	-1.1%	12.6%	5.7
c1ccc(Cn2c(CNc3nc4ccccc4n3CCN3CCCCC3)nc3ccccc32)cc1	-40.5%	-9.3%	1.5	0.0	-25.9%	2.1%	-1.5%	2.4%	-22.2
CCCn1c2ccccc2c2cnn(CC(=O)N(Cc3ccccc3)C(C)C)c(=O)c21	-5.0%	-4.2%	6.5	25.7	-17.0%	3.6%	-0.5%	5.3%	.
COc1c(/C=C2\SC(=Nc3ccccc3Cl)NC2=O)cccc1[N+](=O)[O-]	-9.1%	18.7%	-0.6	-0.1	?	-0.3%	-26.1%	-3.3%	3.5
O=C(CCNC(=O)c1ccc(Cl)cc1)NCC(c1ccco1)N1CCCCC1 (configuration not stated)	-5.9%	-2.5%	-5.0	0.3	-20.2%	-27.7%	-1.4%	12.5%	12.6
COc1cccc(OC)c1C(=O)NC(=S)N1CCN(c2ccc(C(F)(F)F)cc2[N+](=O)[O-])CC1	-25.0%	-2.9%	-2.8	0.6	1.7%	1.6%	3.6%	10.2%	-8.6
COC(=O)C1=C(CS(=O)(=O)c2ccccc2)NC(=O)NC1c1ccc(O)cc1 (configuration not stated)	27.4%	0.7%	-3.2	0.1	12.7%	1.9%	-1.2%	-0.4%	-3.9
C[C@H](NC(=O)c1nc[nH]c1C(=O)NCc1ccccc1)C(=O)OCc1ccccc1	-15.5%	-2.2%	7.0	0.1	-3.9%	0.4%	4.0%	2.0%	-22.7
CN1CCN(c2ccccc2NC(=O)c2cccc([N+](=O)[O-])c2)CC1	-0.2%	-2.0%	-3.2	-2.0	3.4%	-4.5%	-0.6%	-1.2%	2.9
CCSc1nnc(NC(=O)c2cc(=O)c3cc(C)c(C)cc3o2)s1	-2.3%	-2.3%	-3.1	-0.3	-13.8%	4.2%	-0.9%	2.4%	.
Cc1nc2ccc(Cl)cc2c(-c2ccccc2Cl)c1CC(=O)O	19.9%	?	-5.6	-0.2	11.3%	-0.7%	-0.5%	-1.5%	8.6
COc1ccc(C2C(C(=O)OC3CCCCC3)=C(C)Nc3nnnn32)c(OC)c1OC (configuration not stated)	6.2%	3.0%	-7.6	1.6	-16.3%	3.6%	-1.6%	-3.5%	-0.5
CCc1cc(-c2nc(N)ncc2-c2csc(C)n2)c(O)cc1OC	-9.9%	-0.7%	-2.2	4.1	-10.7%	-24.3%	-2.8%	-4.6%	11.1

4 entries from above, with bars between the fields:
SMILES | RGS4 inh | Glioma ERSR ind | LDHA inh | D2 agonist | ALOX12 inh | Vif-APOBEC3F blk | Vif-APOBEC3G blk | ERG Ets-DNA blk | D2 antag
CCC(C)C(NC(=O)c1ccccc1NC(=O)c1ccc(OC)cc1)C(=O)NCCCn1ccnc1 (configuration not stated) | 6.0% | -1.2% | -14.8 | . | -11.7% | 1.3% | -2.2% | -3.1% | .
COc1c(/C=C2\SC(=Nc3ccccc3Cl)NC2=O)cccc1[N+](=O)[O-] | -9.1% | 18.7% | -0.6 | -0.1 | ? | -0.3% | -26.1% | -3.3% | 3.5
CCc1cc(-c2nc(N)ncc2-c2csc(C)n2)c(O)cc1OC | -9.9% | -0.7% | -2.2 | 4.1 | -10.7% | -24.3% | -2.8% | -4.6% | 11.1
Cc1nc2ccc(Cl)cc2c(-c2ccccc2Cl)c1CC(=O)O | 19.9% | ? | -5.6 | -0.2 | 11.3% | -0.7% | -0.5% | -1.5% | 8.6

The list goes on.
SMILES	RGS4 inh	Glioma ERSR ind	LDHA inh	D2 agonist	ALOX12 inh	Vif-APOBEC3F blk	Vif-APOBEC3G blk	ERG Ets-DNA blk	D2 antag
C=CCS(=O)(=O)c1nc2ccccc2s1	-8.7%	-14.7%	-6.1	0.7	-15.9%	3.7%	?	-5.3%	16.2
CCOC(=O)c1ccc2c(c1)sc1nc(-c3ccc(OCC)cc3)cn12	-5.3%	-3.6%	-5.0	0.0	-4.6%	3.2%	2.5%	11.8%	.
O=C(O)c1cc(-c2ccc(N3CCOCC3)cc2)nn1-c1ccc(F)cc1	25.3%	0.8%	-5.2	0.6	-9.7%	8.4%	0.6%	0.2%	-10.2
O=C(CSc1nnc(CNC(=O)c2ccc(F)cc2)o1)NCc1ccccc1	7.3%	-2.9%	1.5	0.2	0.0%	-8.2%	-0.9%	12.7%	1.7
CN(N=Nc1ccc([N+](=O)[O-])cc1)c1ccccc1	-13.4%	2.5%	-0.6	-0.6	31.6%[activator]	-18.7%	0.4%	11.8%	15.7
O=C(N1CCN(Cc2ccc3c(c2)OCO3)CC1)C(Cl)(Cl)Cl	4.1%	-3.2%	-7.9	1.9	13.2%	3.1%	0.1%	-9.1%	20.5
CC(C)Cn1c(N)c(C(=O)COC(=O)CCc2nc3ccccc3s2)c(=O)n(C)c1=O	-7.7%	-5.1%	1.4	0.4	9.8%	-11.6%	-1.3%	0.2%	11.7
CCOC(=O)[C@@H]1[C@H]2COc3ccc(Br)cc3[C@H]2N2C(=O)N(c3ccc(Br)cc3)C(=O)[C@]12C	31.8%	-1.3%	0.0	0.5	?	-1.9%	-4.8%	5.3%	-4.5
CN(C)c1ccc(NC(=O)Cn2c(SCc3ccc(F)cc3)nc3cccnc32)cc1	-0.7%	-0.7%	-0.1	-1.5	-23.4%	-0.7%	5.4%	-4.0%	.
CCCCCn1c(=O)[nH]c2cc(C(=O)NCCN(CC)CC)ccc2c1=O	9.8%	-2.5%	1.4	0.3	-3.3%	.	-0.3%	-10.3%	11.8
CCc1ccc(NC(=O)Cc2c(C(=O)O)n(C)c3ccccc23)cc1	-11.6%	?	2.6	-0.3	0.4%	-8.8%	-0.8%	7.0%	13.6
CC1CC(C)(C)N(C(=O)CN2C(=O)c3ccccc3C2=O)c2ccccc21 (configuration not stated)	-20.2%	-2.3%	-5.6	2.7	-3.3%	1.3%	0.8%	.	7.5
COc1cccc(CN(C)C(=O)CNC(=O)c2ccc(-c3ccccc3)cc2)c1OC	-7.9%	-4.2%	-1.7	0.6	12.7%	-1.3%	2.0%	15.7%	0.3
CC(OC(=O)C1CC(=O)N(Cc2ccccc2)C1)C(=O)Nc1cccc(C#N)c1 (configuration not stated)	-14.2%	-4.2%	3.5	-0.1	-17.5%	4.0%	0.0%	-13.5%	-2.5
O=C(O)CCN1C(=O)c2ccc(NC(=O)c3cccs3)cc2C1=O	34.1%	-4.3%	-18.6	0.5	16.5%	-3.2%	-0.6%	.	5.2
CN1CCN(CCCNCc2cn(CCC#N)c3ccccc23)CC1	0.3%	-11.8%	-40.2*	0.2	0.0%	12.0%	-0.1%	-0.5%	-1.5
CC1CN(Cc2ccccc2)C(=O)N(c2ccccc2)C1=O (configuration not stated)	13.6%	-2.2%	-4.0	.	-10.0%	1.2%	0.3%	8.5%	.
Cc1ccc(C)c(N2CCN(C(=O)c3cc4c(C)nc5ccccc5c4o3)CC2)c1	-5.6%	-2.6%	0.2	-0.7	-6.0%	?	5.5%	-1.6%	11.0
Cc1ccc(Cn2c(=O)c3cccnc3n(Cc3ccc(F)cc3)c2=O)cc1	8.5%	-2.3%	-6.5	-0.2	-2.8%	2.4%	-2.5%	2.9%	.
